Compound activity as filed in PubChem BioAssay.
PglD inh = PglD (C. jejuni) enzyme inhibition. purified PglD enzyme, DTNB colorimetric CoA detection. hit rate 0.098% among 360,000. AID 602405. inhibition, % at 12.5 µM; in the data active means inhibition above about 16%, passing the limit was not always enough; further: strong numbers were not always called active
ARNT-TACC3 inh = ARNT/TACC3 interaction disruption. Q9Y6A5. hit rate 0.66% among 390,000. inhibition, % at 9.99 µM. AlphaScreen His-ARNT PAS-B/GST-TACC3 binding, luminescence; TACC3 fragment carries E629A point mutation;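 active means mean inhibition of replicates at least 50% and at least half of replicates each reaching 50%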;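 further: 0% = complete ARNT plus TACC3 wells and 100% = ARNT alone without TACC3; many hits fall short of the cut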
C2C12 statin = suppressors of simvastatin-induced myotoxicity in C2C12 myotubes | ATP luminescence, 48 h; scaled: DMSO 0, geranylgeraniol control 100 | rescue of ATP level, % at 7.49 µM | hit rate 0.78% among 330,000;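 active means mean ATP rescue above about 67%, or every replicate alone reaching that limit, limit read from the data, passing the limit was not always enough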;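 further: myotubes were challenged with 10 µM simvastatin during compound exposure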
PGC1a acetyl inh = modulators of PGC1a acetylation | hit rate 0.17% among 350,000 | U2OS PGC1a acetylation, AlphaScreen anti-acetyl-lysine; with virally co-expressed GCN5 acetyltransferase | AID 651687 | inhibition, % at 15.6 µM;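 active means every replicate shows inhibition of at least 40%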;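 further: 0% = neutral control wells and 100% = positive control wells; some results beyond the cut were filed as inactive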
GSIS activator = primary screen for activators of insulin secretion dependent on glucose, INS-1E cells, GLuc reporter luminescence | INS-1E GLuc reporter insulin secretion, 2-3 h | activation, % at 16.6 µM | hit rate 0.61% among 370,000 | AID 743287;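 active means lowest replicate activation of at least 40%, so every replicate reaches that level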;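 further: 0% = median of neutral control wells and 100% = median of IBMX positive control wells; some compounds called inactive have numbers as strong as hits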
LGR2 inh = Drosophila LGR2 receptor signaling inhibition; HEK293 LGR2, CRE-luciferase, bursicon-stimulated, 4 h; hit rate 0.35% among 380,000; inhibition, % at 9.99 µM;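 active means drop in luminescence signal, shown as inhibition above about 50% in the replicate tests, limit read from the data, passing the limit was not always enough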;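 further: agonist challenge used bursicon conditioned medium at about half maximal strength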
PAX8 reporter = lowers PAX8-driven luciferase in RMG-I cells; hit rate 1.2% among 360,000; inhibition, % at 12.6 µM; RMG-I TPO-luciferase reporter, SteadyGlo, 24 h;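 active means mean replicate inhibition at least 60% with every replicate also reaching 60%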;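 further: luciferase light reporting Pax8 driven TPO promoter activity; plate controls were median of neutral control wells for no effect and mitoxantrone controls for full effect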
Cneo AK release = causes C. neoformans cell lysis; adenylate kinase release luminescence, 4 h; normalised: neutral wells 0, clomiphene wells 100; lysis activity, % at 15 µM; hit rate 0.2% among 360,000; AID 651654;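 active means mean lysis activity across replicates of at least 80%, whatever share of replicates individually reach that level; inactive means mean lysis activity below 80%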
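Schedule: static 4 h at 37 °C with compound, 1 h detection; system: C. neoformans cells; benchmarks: Clomiphene as positive control; buffer or medium: fresh YPD medium; measure: luminescence rise reflecting yeast cell lysis; measured by: luminescent adenylate kinase detection reagent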
* marks the source's active call; other numbers are inactive results; . = no result given; & = joins results of further samples.

Start of the listing, in advance (2 entries):
SMILES	PglD inh	ARNT-TACC3 inh	C2C12 statin	PGC1a acetyl inh	GSIS activator	LGR2 inh	PAX8 reporter	Cneo AK release
Cc1ccc(N2CC(C(=O)NC3CCC(C)CC3)CC2=O)cc1 (stereo unspecified)	12.5	-4.3	3.9	-4.7	10.4	23.9	5.3	2.6
COC(=O)C[C@H]1CC[C@@H](NS(=O)(=O)c2ccc(OC)cc2)[C@H](CO)O1	2.3	48.0*	-13.2	0.7	5.9	9.4	2.2	14.5

Results, repeating the preview:
SMILES	PglD inh	ARNT-TACC3 inh	C2C12 statin	PGC1a acetyl inh	GSIS activator	LGR2 inh	PAX8 reporter	Cneo AK release
Cc1ccc(N2CC(C(=O)NC3CCC(C)CC3)CC2=O)cc1 (stereo unspecified)	12.5	-4.3	3.9	-4.7	10.4	23.9	5.3	2.6
COC(=O)C[C@H]1CC[C@@H](NS(=O)(=O)c2ccc(OC)cc2)[C@H](CO)O1	2.3	48.0*	-13.2	0.7	5.9	9.4	2.2	14.5
O=C(NN=Cc1ccccc1O)C1CC1	-2.2	38.7*	-3.1	9.5	0.1	-10.5	-6.2	7.1
Cc1cccc(NC(=O)[C@@H]2CCCN2C(=O)OC(C)(C)C)c1	-2.9	-6.2	6.6	.	2.1	0.6	14.4	-4.4
Cc1ccc(Oc2ccc(OCC(=O)NC3CCS(=O)(=O)C3)cc2)cc1 (stereo unspecified)	.	0.6	-3.0	-1.9	-24.2	-14.2	6.7	.
Fc1ccc(NC(=S)NCCN2CCOCC2)c(F)c1F	.	4.6	.	.	-9.5	-2.8	-18.1	.
O=C(O)CSc1cccc2cccc(C(=O)O)c12	6.1	-0.6	8.6	-8.2	1.0	2.4	9.6	-0.4
O=C(NC1CCN(S(=O)(=O)c2cccc([N+](=O)[O-])c2)CC1)C1CCCCC1	-1.2	0.0	1.3	.	12.3	-7.1	-5.6	-1.8
O=c1c(O)c(-c2ccccc2)oc2cc(O)cc(O)c12	1.7	-0.8	-3.8	13.1	-13.9	-24.4	.	-0.9
CC=Cc1ccc2n(c1=O)C[C@H]1[C@H](CO)[C@@H](C(=O)NC3CCCC3)[C@@H]2N1Cc1ccncc1 (mixture of isomers)	2.8	-11.6	-0.5	.	2.6	-0.7	0.3	-1.4
COc1ccc(CN(C)C(=O)CNC(=O)c2sc3ccccc3c2Cl)c(OC)c1	-1.3	.	6.2	-0.6	2.7	4.9	-9.5	1.2
Cc1ccc2nc(Cl)c(CN(C(=O)c3cnccn3)C3CCCCC3)cc2c1	-2.0	3.6	33.2	-0.8	-9.0	4.5	.	-1.7
Cc1cc(N)n2nc(C)c(-c3ccc(Cl)cc3)c2n1	.	2.6	.	1.0	7.7	-6.0	14.4	.
CC(C)c1cn(CC[C@@H]2CC[C@@H](NS(=O)(=O)c3ccccc3)[C@@H](CO)O2)nn1	-3.4	-6.0	-3.5	8.9	18.1	0.2	9.7	0.5
CC=Cc1ccc2n(c1=O)C[C@@H]1[C@@H](CO)[C@H](C(=O)NCC)[C@H]2N1CC1CCOCC1 (mixture of isomers)	-3.1	-7.5	6.6	.	14.3	-6.2	-18.5	-3.4
CCOC(=O)[C@H]1[C@H]2COc3ccccc3[C@@H]2N2C(=O)CN(Cc3ccc(C)cc3)C(=O)[C@@]12C	-2.5	4.2	3.2	2.5	.	9.4	-15.3	-2.4
CCN(C[C@H]1N[C@@](CC)(C(=O)OC)[C@H]2C(=O)N(C)C(=O)[C@@H]12)C(=O)COC	-2.1	-13.1	-4.9	.	40.0	-0.6	-7.6	0.9
C[C@H]1CN([C@@H](C)CO)C(=O)c2cc(-c3ccc(F)cc3)cnc2O[C@H]1CN(C)C(=O)C1CCC1	-2.0	9.5	3.3	-3.7	-1.7	-20.2	.	2.5
CN(C)C(CNS(=O)(=O)c1ccc(F)cc1)c1cccnc1 (stereo unspecified)	0.1	-4.8	-6.2	-4.5	3.5	-6.3	10.7	-1.6
C[C@H]1CN([C@@H](C)CO)S(=O)(=O)c2ccc(Br)cc2O[C@@H]1CN(C)Cc1ccccc1	-6.1&0.5&0.2	0.5&0.3	-10.7&-42.0&-6.4	-10.2&-8.0	0.4&-11.0	11.9&29.2	2.1&11.9&-15.8	-1.6&6.1&2.0
CCc1ccccc1NC(=O)C1CCN(S(=O)(=O)c2ccc(N3CCCC3=O)cc2)CC1	5.7	.	4.7	.	-8.3	-8.5	23.2	0.1
COc1ccc(CN(C)C[C@H]2Oc3ccc(NS(=O)(=O)c4ccccc4)cc3CC(=O)N([C@@H](C)CO)C[C@H]2C)cc1	3.9	-4.5	-2.5	12.8	6.8	-6.4	.	-2.9
CC(=O)Nc1c2c(nn1-c1ccc(Cl)cc1)CSC2	0.9	5.8	4.4	-4.8	-6.5	-15.5	12.6	1.6
CC1(C)C(=O)OC(c2cccc([N+](=O)[O-])c2)C2(CCCCC2)C1=O (stereo unspecified)	8.3	-14.3	.	.	23.5	-3.9	-13.1	-3.0
CC1CC(=O)c2cnc(N3CCOCC3)nc2C1 (stereo unspecified)	-3.3	0.2	-30.8	0.4	16.4	8.7	.	-0.6

Part of the list above, reduced to PAX8 reporter:
Compound	PAX8 reporter
CC=Cc1ccc2n(c1=O)C[C@@H]1[C@@H](CO)[C@H](C(=O)NCC)[C@H]2N1CC1CCOCC1 (mixture of isomers)	-18.5
CCOC(=O)[C@H]1[C@H]2COc3ccccc3[C@@H]2N2C(=O)CN(Cc3ccc(C)cc3)C(=O)[C@@]12C	-15.3

More results follow:
SMILES	PglD inh	ARNT-TACC3 inh	C2C12 statin	PGC1a acetyl inh	GSIS activator	LGR2 inh	PAX8 reporter	Cneo AK release
COc1ccc(C(=O)N2CC(=O)N(CCc3ccccc3)C(=O)C2)cc1OC	2.1	-4.1	-2.1	6.4	8.6	3.6	.	-0.7
O=C(N/N=C\C=C\c1ccc([N+](=O)[O-])o1)c1cccs1	-2.5	9.0	29.1	.	-20.9	-5.7	15.6	2.0
Cc1nc(C)c(C(=O)OCC(=O)NCc2ccccc2)s1	6.3	-3.5	21.6	7.2	5.2	-13.9	-1.8	-0.9
COc1ccc(-c2noc(CCC(=O)NCc3cc(Br)ccc3OC)n2)cc1	1.6	-1.0	14.0	23.6	.	.	.	-0.4
CCC(C)NC(=O)C1CCN(CCCc2ccccc2)CC1 (stereo unspecified)	-1.0	4.5	-29.2	0.6	-14.0	-0.9	25.0	0.5
CCN(CC)CCCNC(=O)C1CCC(CNS(=O)(=O)c2ccc(Cl)cc2)CC1 (stereo unspecified)	6.0	11.5	-2.4	2.8	8.8	3.1	6.5	-0.2
Cn1nc([N+](=O)[O-])nc1Oc1ccccc1F	.	2.0	.	.	11.0	-1.3	-4.2	.
COc1cc(C2NC(=O)NC(C)=C2C(=O)OCc2ccccc2)ccc1O (stereo unspecified)	.	13.4	.	-4.4	21.9	-7.4	.	.
C[C@@H]1CN([C@H](C)CO)C(=O)c2cccc(NC(=O)c3nc4ccccc4s3)c2O[C@H]1CN(C)Cc1ccc(C(F)(F)F)cc1	12.0	14.4	-50.4	8.1	7.0	6.4	.	0.1
COC(=O)c1nc(-c2ccccc2)n[nH]1	0.3	-6.2	1.7	.	28.6	9.0	.	-0.8
COc1cccc(C2NC(=O)NC(O)(C(F)(F)F)C2C(=O)c2cccnc2)c1OC (stereo unspecified)	7.8	19.7	1.7	.	.	.	-2.0	4.3
COc1ccc(OC(C)C(=O)NCc2cccnc2)cc1 (stereo unspecified)	1.5	-9.2	11.6	11.8	.	.	.	-0.1
O=C(NC1CCCCC1)C(c1ccccc1)N1CCCC1 (stereo unspecified)	-0.8	-4.5	3.0	-2.9	.	.	9.3	-3.4
Cc1cc(C)cc(NC(=O)CN2CCC(NC(=O)c3ccccc3F)CC2)c1	-3.6	4.5	-0.8	-0.5	2.3	-0.9	-3.6	4.3
CCCNC(=O)N1C[C@H](O)COC[C@@H]2O[C@@H](CC(=O)N[C@H]3CCN(Cc4ccccc4)C3)CC[C@H]21	-2.0	4.1	-0.1	1.3	0.7	-7.5	-21.0	-1.7
Cc1ccccc1Nc1nc2nonc2nc1N1CCOCC1	-1.4	-4.0	.	0.3	-11.7	7.0	33.7	6.4
COc1ccc(/C=C(/NC(=O)c2ccco2)C(=O)NCc2ccco2)cc1	-1.4	.	3.9	.	24.8	-1.9	-18.8	0.1
COc1cccc(C(=O)N[C@@H](CCSC)c2nc3ccccc3[nH]2)c1	.	9.8	.	2.8	-3.7	-3.7	0.0	.
O=C(Nn1nnnc1Nc1ccccc1)C12CC3CC(CC(C3)C1)C2	-5.2	-6.4	.	-4.8	.	.	.	0.9
CC(=O)Nc1c(C(=O)Nc2ccc3c(c2)OCO3)oc2ccccc12	-5.0	-0.3	-0.6	.	6.4	-71.8	-161.7	-0.6
Cc1noc(C)c1S(=O)(=O)N1CCC(C(=O)N2CCC(C)CC2)CC1	-2.0	-15.1	.	2.3	.	.	.	2.1
Cc1cc(C)c(OCCN2CCOCC2)c(Cl)c1	3.3	-5.0	-11.4	6.1	15.7	-10.3	-0.9	-0.1
CCOC(=O)[C@@H]1[C@H]2COc3ccccc3[C@H]2N2C(=O)N(c3ccc(F)cc3)C(=O)[C@]12C	2.8	6.3	5.5	-4.0	.	-20.2	9.9	-6.5
Cc1cc(C)cc(NC(=O)C2CCN(S(=O)(=O)c3c(C)n[nH]c3C)CC2)c1	-5.1	-2.2	10.4	2.8	.	.	.	-1.9
COc1ccc(Br)cc1CSC(=N)N	.	17.9	13.9	-13.4	3.9	-5.2	19.8	.

Remaining list, next part.
SMILES	PglD inh	ARNT-TACC3 inh	C2C12 statin	PGC1a acetyl inh	GSIS activator	LGR2 inh	PAX8 reporter	Cneo AK release
CCC(=O)N1CCCC1(C)C(=O)Nc1ccc(C)c(C)c1 (stereo unspecified)	1.7	.	4.9	4.7	5.1	5.2	-10.9	-0.6
O=C(CN1CCOCC1)NCC[C@H]1CC[C@@H](NC(=O)Nc2ccc(F)cc2)[C@@H](CO)O1	1.7	-12.0	4.9	9.1	5.0	-14.0	24.4	-2.6
COc1ccc(NC(=O)C2CCCN(C)C2)cc1OCC(C)C (stereo unspecified)	0.1	-2.0	-6.9	-2.5	.	.	4.7	0.7
COc1ccc(-c2ccc3n(c2=O)C[C@@H]2[C@@H](CO)[C@H](C(=O)N(C)C)N(CC4CCOCC4)[C@H]32)cc1	2.8	-3.5	11.1	.	2.6	21.5	-3.5	3.2
O=c1ccc(S(=O)(=O)N2CCCC2)cn1Cc1ccc(F)cc1	1.9	2.1	-0.8	2.6	12.2	-19.1	7.8	0.2
COc1ccc(CSCC(=O)N/N=C/c2ccc(OCC(=O)NCc3ccco3)cc2)cc1	-8.4	3.8	5.2	-10.2	.	.	.	-1.7
Cc1cccc(C)c1NC(=O)Cn1c(=O)n(CCCC(=O)NC2CCN(Cc3ccccc3)CC2)c(=O)c2ccccc21	3.4	10.2	-3.8	.	6.5	14.7	-1.2	-3.7
CCOC(=O)c1ccc(Nc2nc(C)nc3c2nnn3Cc2ccccc2)cc1	-1.8	-2.7	18.7	-14.1	5.1	2.5	-16.6	-2.1
Cc1ccc(CNS(=O)(=O)c2ccc3oc(C(=O)O)c(C)c3c2)cc1	1.0	-12.3	7.1	-4.9	21.9	11.2	.	-4.2
Clc1ncc(CN2CCN(Cc3ccccc3)CC2)s1	3.6	0.7	-8.7	1.3	.	.	.	1.2

3 compounds drawn at random from those above, as already listed:
SMILES	PglD inh	ARNT-TACC3 inh	C2C12 statin	PGC1a acetyl inh	GSIS activator	LGR2 inh	PAX8 reporter	Cneo AK release
COc1ccc(CSCC(=O)N/N=C/c2ccc(OCC(=O)NCc3ccco3)cc2)cc1	-8.4	3.8	5.2	-10.2	.	.	.	-1.7
Clc1ncc(CN2CCN(Cc3ccccc3)CC2)s1	3.6	0.7	-8.7	1.3	.	.	.	1.2
Cc1cccc(C)c1NC(=O)Cn1c(=O)n(CCCC(=O)NC2CCN(Cc3ccccc3)CC2)c(=O)c2ccccc21	3.4	10.2	-3.8	.	6.5	14.7	-1.2	-3.7
